# MrgX1 ag = agonists of human MrgX1 receptor, primary screen, HEK293 cells, Fluo-4 calcium flux | AID 588627, 2011 | hit rate 0.44% among 310,000 | Mas-related G-protein coupled receptor member X1 (Homo sapiens), Q96LB2 | Fluo-4 calcium fluorescence, agonist mode; hits give high values | B-score at 10 µM;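 active means calcium response B-score plate-corrected fluorescence ratio at least 3 library SD, with starting fluorescence B-score inside 5 SD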
# Target sequence (Q96LB2 whole entry, looked up): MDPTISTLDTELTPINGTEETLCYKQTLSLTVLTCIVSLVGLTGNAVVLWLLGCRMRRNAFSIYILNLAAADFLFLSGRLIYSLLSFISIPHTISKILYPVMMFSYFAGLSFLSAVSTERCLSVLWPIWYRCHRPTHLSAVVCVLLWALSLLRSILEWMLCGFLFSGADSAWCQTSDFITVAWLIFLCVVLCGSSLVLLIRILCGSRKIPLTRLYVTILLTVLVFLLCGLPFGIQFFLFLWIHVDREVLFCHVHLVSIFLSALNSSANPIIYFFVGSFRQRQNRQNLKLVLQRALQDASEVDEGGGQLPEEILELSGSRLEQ
#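 Assay system: stable human MrgX1 HEK293 cell line. Quantity: 15,000 cells per well. Schedule: cells plated overnight, dye loaded 0.5 h 37 °C, 0.5 h room temperature. Detection: Fluo-4 NW calcium-flux fluorescence, kinetic read. Read-out basis: peak-minus-minimum fluorescence over baseline, converted to B scores. Control set: positive and negative control wells on each plate.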
# MrgX1 allo act = positive allosteric modulators of MrgX1, primary screen, HEK293 cells, Fluo-4 calcium flux. Mas-related G-protein coupled receptor member X1 (Homo sapiens), Q96LB2. FDSS; hits give high values. B-score at 10 µM. hit rate 0.63% among 310,000. AID 588675, 2011;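 active means plate-corrected calcium response at least 3 library SD above typical, normal starting fluorescence, not activating the receptor alone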;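 further: compound read alongside a low EC10 to EC30 dose of BAM8-22 agonist; peak minus trough fluorescence over baseline measured at the second addition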
# MrgX1 antag = antagonists of human MrgX1 receptor, primary screen, HEK293 cells, Fluo-4 calcium flux | Mas-related G-protein coupled receptor member X1 (Homo sapiens), Q96LB2 | BAM8-22 antagonism; hits give low values | B-score at 10 µM | hit rate 1.3% among 310,000;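 active means calcium-response B-score plate-corrected more than 3 library SD below zero, starting fluorescence within 5 deviations, no agonist response on first addition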;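 further: peak minus trough fluorescence over baseline after final BAM8-22 challenge near maximal dose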
# HDAC3 inhib = HDAC3 deacetylase inhibitors, primary screen, biochemical, fluorescence, cell-free homogeneous | hit rate 0.15% among 320,000 | inhibition, % at 8.3 µM | AID 2718, 2010 | recombinant HDAC3, fluorogenic peptide/trypsin coupled | Histone deacetylase 3 (Homo sapiens), O15379; in the data active means inhibition above about 26%, passing the limit was not always enough
# Target sequence (O15379 whole entry, looked up): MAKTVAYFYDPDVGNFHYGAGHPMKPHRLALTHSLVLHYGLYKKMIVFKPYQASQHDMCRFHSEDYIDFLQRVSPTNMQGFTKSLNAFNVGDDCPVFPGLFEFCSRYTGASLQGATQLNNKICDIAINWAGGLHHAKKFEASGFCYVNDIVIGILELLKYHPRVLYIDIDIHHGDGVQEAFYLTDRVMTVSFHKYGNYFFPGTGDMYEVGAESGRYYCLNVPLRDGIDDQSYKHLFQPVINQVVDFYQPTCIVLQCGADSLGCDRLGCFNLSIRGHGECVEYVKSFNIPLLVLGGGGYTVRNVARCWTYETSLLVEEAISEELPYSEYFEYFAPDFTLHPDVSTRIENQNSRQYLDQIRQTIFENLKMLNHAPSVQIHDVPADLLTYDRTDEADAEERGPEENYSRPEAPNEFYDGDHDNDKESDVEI
# TRPC6 activator = mouse TRPC6 channel activators, primary screen, cell-based, HEK293, membrane potential dye | Short transient receptor potential channel 6 (Mus musculus), Q61143 | HEK293-TRPC6 membrane potential dye fluorescence; hits give high values | B-score at 10 µM | hit rate 0.13% among 310,000 | AID 2550, 2010;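 active means B-score of the integrated fluorescence ratio above library mean plus 3 SD, and starting fluorescence ratio within library mean plus 5 SD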;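 further: higher score means more depolarization so channel activation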
# SKKanGAS inh = S. pyogenes SKKanGAS growth inhibitors in kanamycin, primary screen, streptokinase expression inhibitor project, SKKanGAS strain, BacTiter-Glo luminescence; 6 h; hit rate 1.3% among 300,000; inhibition, % at 7.5 µM;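 active means mean replicate score, as percent of positive control median, at least 50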;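 further: strain carries kanamycin resistance gene driven by streptokinase promoter and grows in 40 µg/ml kanamycin; loss of luminescence reflects streptokinase promoter inhibition or plain growth inhibition; 0% = median of DMSO wells and 100% = positive control at its reference dose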
# TMEM16A act = TMEM16A chloride channel activators or potentiators, primary screen, cell-based, HTS; AID 623877, 2012; hit rate 0.3% among 340,000; HEK293 TMEM16A/YFP-H148Q/I152L, iodide quench fluorescence; hits give low values; B-score at 10 µM;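 active means fluorescence-ratio B-score plate-corrected deviation score at least 3 library SD below zero, with starting fluorescence score within 5 deviations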;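 further: channel opened by trigger with iodide after compound preincubation; score built on the fluorescence ratio of max minus min over baseline; more negative score means more quench and so TMEM16A activation or potentiation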
# RGS4 inh = RGS4 inhibitors, primary screen, cell-based, HEK293 M3R inducible RGS4, calcium flux | Fluo-4 calcium flux; hits give high values; triggered by carbachol at its EC20 | hit rate 0.45% among 310,000 | B-score at 10 µM | Regulator of G-protein signaling 4 (Homo sapiens), P49798 | AID 463165, 2010;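 active means B-score, a plate-corrected calcium signal, over three deviations above library mean, with baseline fluorescence within five deviations of library mean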;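 further: RGS4 expression induced by doxycycline in cells with stable M3 receptor; B-score is computed from the integrated fluorescence ratio over baseline after carbachol; higher B-score means a larger calcium signal and so more RGS4 inhibition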
# Target sequence (P49798 whole entry, looked up): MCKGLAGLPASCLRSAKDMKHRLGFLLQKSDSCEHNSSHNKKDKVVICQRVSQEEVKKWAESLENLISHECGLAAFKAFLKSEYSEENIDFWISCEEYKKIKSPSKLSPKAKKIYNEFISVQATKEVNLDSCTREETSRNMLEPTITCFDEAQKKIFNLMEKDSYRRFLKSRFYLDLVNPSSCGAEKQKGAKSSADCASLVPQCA
# TRPC6 inhibitor = mouse TRPC6 channel inhibitors, primary screen, cell-based, HEK293, membrane potential dye; Short transient receptor potential channel 6 (Mus musculus), Q61143; ACh-evoked depolarization; hits give low values; B-score at 10 µM; hit rate 1.1% among 310,000; AID 2553, 2010;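 active means B-score under library mean minus 3 SD, initial fluorescence not abnormally high, positive integrated signal ratio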;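 further: B-score derived from integrated fluorescence ratio over the kinetic read; more negative B-score means stronger inhibition of depolarization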
# TMEM16A inh = TMEM16A chloride channel inhibitors, primary screen, cell-based, HTS | Anoctamin-1 (Mus musculus), Q8BHY3 | HEK293 TMEM16A/YFP iodide influx fluorescence, ionomycin | normalized B-score (activity score, 25-100; higher = stronger inhibition) at 10 µM | hit rate 1.2% among 310,000 | AID 588511, 2011;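 active means ratio plate-corrected score three or more library SD toward inhibition, starting fluorescence score within five deviations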;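 further: score derived from kinetic fluorescence span divided by baseline fluorescence per well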
# RGS4 pot = RGS4 potentiators or activators, primary screen, cell-based, HEK293 M3R inducible RGS4, calcium flux. carbachol calcium flux Fluo4; hits give low values. B-score at 10 µM. hit rate 0.92% among 310,000;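 active means B-score of the integrated calcium signal more than 4 SD below the library mean, with starting fluorescence not abnormally high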;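 further: negative B-score means reduced calcium response which marks RGS4 activation or potentiation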
#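 test system = HEK293 cells with stable M3R and inducible RGS4 | schedule = recording 10 s baseline at 1 Hz, 100 s post-agonist | technique = Fluo4-AM (2 µM) calcium-flux fluorescence, kinetic read | measure = Agonist-evoked peak-minus-minimum fluorescence over baseline, integrated ratio, B score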
# Active calls of the source: *; i = inactive; / = not tested or not shown.
SMILES,MrgX1 ag,MrgX1 allo act,MrgX1 antag,HDAC3 inhib,TRPC6 activator,SKKanGAS inh,TMEM16A act,RGS4 inh,TRPC6 inhibitor,TMEM16A inh,RGS4 pot
CC(C)C(NC(=O)c1ccc(Cl)cc1)C(=O)NCC1CCCO1 (stereo not drawn),i,i,i,0,i,-3,i,i,i,i,i
CCOC(=O)C(CCCCCOc1ccc([N+](=O)[O-])cc1)C(=O)OCC,i,i,i,9,i,0,i,i,i,100*,i
CC(C)c1ccccc1NC(=O)Cn1c(-c2ccccc2Cl)nc2ccccc21,i,i,i,1,i,6,i,i,i,i,i
CON/C=C(\C=Nc1ccc(Cl)cc1Cl)c1ncc(C(F)(F)F)cc1Cl,i,i,i,-3,i,1,i,i,i,i,i
O=C(N/N=C1\CCc2ccccc21)c1ccncc1,i,i,i,4,i,-11,i,i,i,i,i
Clc1ccccc1COc1ccc(/C=N/n2cnnc2)cc1,i,i,i,-2,i,10,i,i,i,i,i
Cc1ccc(CNC(=O)CN(C(=O)C2(C)CC(=O)N=C3C=CC=CN32)c2ccccc2F)cc1 (stereo not drawn),i,i,i,-45,i,3,i,i,i,i,i
COC(=O)c1cccnc1-n1c(=O)c2cccnc2n(Cc2cccc([N+](=O)[O-])c2)c1=O,i,i,i,4,i,-14,i,i,i,i,i
O=C(Cc1cccc(C(F)(F)F)c1)Nc1ccccc1,i,i,i,1,i,6,i,i,i,i,i
NC(=O)c1oc2ccccc2c1NC(=O)c1ccc([N+](=O)[O-])o1,i,i,i,7,i,73*,i,i,i,i,i
COC(=O)c1sc(NC(=O)COc2ccc(C)cc2)nc1C,i,i,i,-3,i,-2,i,i,i,i,i
COC(=O)CC1(C(=O)OC)Oc2ccccc2C(=O)N1c1ccc(F)cc1F (stereo not drawn),i,i,i,3,i,-4,i,i,i,i,i
O=C(Nc1ccncc1)c1c(Cl)cccc1Cl,i,i,i,-20,i,-3,i,i,i,i,i
CCCCN(C(=O)c1cc(S(=O)(=O)N2CCCCCC2)ccc1OC)c1ccccc1,i,i,i,9,i,1,i,i,i,i,i
CCCC(C)C(=O)Nc1ccncc1 (stereo not drawn),i,i,i,-1,i,-2,i,i,i,i,i
O=C(Nc1ccc(F)cc1)c1ccc(CN2CCc3ccccc3C2)cc1,i,i,i,-1,i,-7,i,i,i,i,i
Cc1sc2ncnc(SCC(=O)N(C(C)C)C(C)C)c2c1C,i,i,i,/,i,0,i,i,i,i,i
O=C(O)CCCC(=O)N1N=C(c2ccccc2)CC1c1cccs1 (stereo not drawn),i,i,i,-8,i,11,i,i,i,i,i
CCCCc1c(O)nc2n(c1=O)CCS2,i,i,i,5,i,14,i,i,i,i,i
CCN(CC)c1ccc2oc(=O)c(C)nc2c1,27*,i,i,6,i,3,i,i,i,i,i
CCN(CC)C(=O)CSc1ncnc2c1cnn2-c1ccccc1,i,i,i,0,i,5,i,i,i,i,i
Cc1cc(S(=O)(=O)Nc2cccc(O)c2)c(C)s1,i,i,i,5,i,1,i,i,i,i,i
C=C(C)C(=O)Nc1cccc(C2=NOC3(C2)C[C@H](C(N)=O)N(C(=O)c2ccccc2C(=O)c2ccccc2)C3)c1 (stereo partly drawn),i,i,i,5,i,5,i,i,i,i,i
COCCNC(=O)c1c[nH]c2ccc(S(=O)(=O)Nc3ccccc3F)cc2c1=O,i,i,i,0,i,-3,i,i,i,i,i
COC(=O)CNC(=O)CSc1nc(N)cc(=O)[nH]1,i,i,i,9,i,3,i,i,i,i,i
Cc1ccc(N(CC(=O)NCc2ccncc2)S(C)(=O)=O)cc1,i,i,i,2,/,0,i,/,/,i,/
Cn1c(=O)c(C(=O)NCCCc2ccccc2)c(O)c2ccccc21,i,i,i,2,i,-6,i,i,i,i,i
CC(C)CNC(=O)CSc1nnc(CN2CCCCCC2=O)n1-c1ccccn1,i,i,i,-2,i,-8,i,i,i,i,i
CCOC(=O)c1c(-c2ccc(F)cc2)csc1/N=C/N(C)C,i,i,i,6,i,-6,i,i,i,i,i
Cc1ccc(S(=O)(=O)Nc2ccnc3ccccc23)cc1,i,i,i,8,i,-1,i,i,i,i,i
CC(C)(C)Sc1nc(O)cc(=O)[nH]1,i,i,i,1,i,-3,i,i,i,i,i
COc1ccc(CCn2nnnc2C(c2ccc(C)cc2)N2CCN(C)CC2)cc1OC (stereo not drawn),i,i,i,2,i,-1,i,i,i,i,i
Cc1ccccc1NC(=S)N(C)CCc1ccccn1,i,i,i,2,i,0,i,i,i,i,i
CN(C)CCCN1C(=O)C(=O)/C(=C(/O)c2ccncc2)C1c1ccccc1 (stereo not drawn),i,i,i,-9,i,5,i,i,i,i,i
Cc1c(CCC(=O)NCCC(=O)O)c(=O)oc2cc3occ(-c4ccccc4)c3cc12,i,i,i,2,i,15,i,i,i,i,i
Cc1nc2sc(C(c3ccccc3)N3CCN(CCO)CC3)c(O)n2n1 (stereo not drawn),i,i,i,/,i,-2,i,i,i,i,i
CC(=O)Nc1ccc(NC(=O)C2CCCN(C(=O)c3ccc(Cl)cc3)C2)cc1 (stereo not drawn),i,i,i,2,i,4,i,i,i,i,i
CCc1ccc(NC(=O)N(CCCN2CCOCC2)C(C)c2cc3cccc(OC)c3o2)cc1 (stereo not drawn),i,i,i,0,i,-12,i,i,i,i,i
O=C(NCN1CCN(c2ccccn2)CC1)c1cnccn1,i,i,i,-2,i,-4,i,i,i,i,i
O=C1c2ccccc2C(O)N1Cc1ccccc1Cl (stereo not drawn),i,i,i,8,i,-6,i,i,i,i,i
CC(C)Cn1cnc2c1c(=O)n(CC(=O)O)c(=O)n2Cc1ccccc1,i,i,i,-1,i,-4,i,i,i,i,i
CCN(CCCNC(=O)CCn1c(=S)[nH]c2cc3c(cc2c1=O)OCO3)c1cccc(C)c1,i,i,i,-2,i,5,i,i,i,i,i
COc1ccc(CN2CC(C(=O)NCCCN3CCCC(C)C3)CC2=O)cc1 (stereo not drawn),i,i,i,-1,i,-3,i,i,i,i,i
CN(C)c1ccc(C(=O)Nc2nnc(C3=COCCO3)o2)cc1,i,i,i,6,i,3,i,i,i,i,i
Cc1ccc(NC(=O)N(Cc2ccc3c(c2)OCO3)Cc2cc3cc4c(cc3[nH]c2=O)OCCO4)cc1,i,i,i,3,i,26,i,i,i,i,i
CCN(CC)CCCN(Cc1cc2cc3c(cc2[nH]c1=O)OCO3)C(=S)NCCCOC,i,i,i,-12,i,7,i,i,i,i,i
O=C(CNC(=O)c1cc(S(=O)(=O)N2CCCCC2)ccc1N1CCOCC1)Nc1ccc(F)c(F)c1,i,i,i,-2,i,-4,i,i,i,i,i
COc1ccccc1N(CC(O)CN1CCCC1)S(=O)(=O)c1ccccc1 (stereo not drawn),i,i,i,-3,i,1,i,i,i,i,i
O=C(NCC1CCCO1)C1CCN(S(=O)(=O)N2CCCC2)CC1 (stereo not drawn),i,i,i,8,i,-3,i,i,i,i,i
COc1ccc(S(=O)(=O)NCC2CCCN(C(=O)c3cccs3)C2)cc1 (stereo not drawn),i,i,i,-1,i,1,i,i,i,i,i
Cn1nc(-c2ccccc2F)c2cc(C(=O)Nc3ccc4c(c3)OCCO4)sc21,i,i,i,9,i,26,i,i,i,i,i
Cc1ccc(C(=O)NNC(=S)NC(=O)c2ccccc2)cc1,139*,i,i,5,i,99*,i,i,i,100*,i
O=C(COc1ccccc1Cl)N(Cc1cccs1)C1CCS(=O)(=O)C1 (stereo not drawn),i,i,i,-3,i,2,i,i,i,i,i
COC(=O)c1ccc(NC(C(=O)OC)C(C)C)c([N+](=O)[O-])c1 (stereo not drawn),i,i,i,-3,i,-9,i,i,i,i,i
CCc1ccc(C2(C)SC(NC(C)=O)=NN2C(C)=O)cc1 (stereo not drawn),i,i,i,1,i,-4,i,i,i,i,i
CCOCCCNC(=S)N(CCN(CC)CC)Cc1cc2cc3c(cc2[nH]c1=O)OCCO3,i,i,i,10,i,-2,i,i,i,i,i
O=C(Nc1cccc(S(=O)(=O)NCc2ccco2)c1)c1cc(-c2ccccc2)nc2ccccc12,i,i,i,3,i,36,i,i,i,i,i
O=C(O)C(c1ccccc1)N1CCCCC1 (stereo not drawn),i,i,-4.7*,-5,i,-14,i,i,i,i,i
Cc1ccc(NC(=O)CSc2nnc(COc3ccc(C#N)cc3)n2-c2ccccc2)cc1C,i,i,i,/,i,19,i,i,i,i,i
CCOC(=O)COc1ccccc1-c1ccno1,i,i,i,5,i,5,i,i,i,i,i
# Further entries
SMILES,MrgX1 ag,MrgX1 allo act,MrgX1 antag,HDAC3 inhib,TRPC6 activator,SKKanGAS inh,TMEM16A act,RGS4 inh,TRPC6 inhibitor,TMEM16A inh,RGS4 pot
CCCCCNC(=O)CCn1c(=O)oc2ccccc21,i,i,i,-7,i,3,i,i,i,i,i
CN(C)CCNC(=O)Nc1ccc([N+](=O)[O-])cc1,i,i,i,3,i,17,i,i,i,i,i
CC(=O)C1=C(C)Nc2cc(C(F)(F)F)ccc2S1,i,i,i,3,i,-2,i,i,i,i,i
O=C1[C@@H]2Cc3c([nH]c4ccccc34)C(c3cccc([N+](=O)[O-])c3)N2C(=O)CN1CCCO (stereo partly drawn),i,i,i,7,i,4,i,i,i,i,i
Cc1ccc(C(=O)N(Cc2nc(-c3ccc(C)cc3)no2)C(C)C)cc1,i,i,i,-2,i,-2,i,i,i,i,i
COC(=O)CN(C)C1CC(=O)N(c2ccc(Cl)cc2)C1=O (stereo not drawn),i,i,i,-9,i,-4,i,i,i,i,i
Cc1ccc(NC(=O)C(C)OC(=O)Cn2cnc3ccccc3c2=O)cc1 (stereo not drawn),i,i,i,-1,i,-4,i,i,i,i,i
